# NF-kB neuron act = raises NF-kB expression in human neuronal cells | NF-kB reporter expression; hits give high values | AID 1239 | fold change at 12.5 µM | hit rate 1.6% among 190,000; in the data active = fold change above about 3.3
# TLR4 MyD88 comp = blocks binding of human TLR4 to MyD88. HeLa CL3-4 TLR4/MyD88 BLA complementation, FRET ratio. inhibition, % at 8.4 µM. hit rate 0.18% among 200,000; in the data active = inhibition above about 25%;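 note: 0% = vehicle and 100% = reference inhibitor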
# Target sequence (O00206 whole entry, looked up): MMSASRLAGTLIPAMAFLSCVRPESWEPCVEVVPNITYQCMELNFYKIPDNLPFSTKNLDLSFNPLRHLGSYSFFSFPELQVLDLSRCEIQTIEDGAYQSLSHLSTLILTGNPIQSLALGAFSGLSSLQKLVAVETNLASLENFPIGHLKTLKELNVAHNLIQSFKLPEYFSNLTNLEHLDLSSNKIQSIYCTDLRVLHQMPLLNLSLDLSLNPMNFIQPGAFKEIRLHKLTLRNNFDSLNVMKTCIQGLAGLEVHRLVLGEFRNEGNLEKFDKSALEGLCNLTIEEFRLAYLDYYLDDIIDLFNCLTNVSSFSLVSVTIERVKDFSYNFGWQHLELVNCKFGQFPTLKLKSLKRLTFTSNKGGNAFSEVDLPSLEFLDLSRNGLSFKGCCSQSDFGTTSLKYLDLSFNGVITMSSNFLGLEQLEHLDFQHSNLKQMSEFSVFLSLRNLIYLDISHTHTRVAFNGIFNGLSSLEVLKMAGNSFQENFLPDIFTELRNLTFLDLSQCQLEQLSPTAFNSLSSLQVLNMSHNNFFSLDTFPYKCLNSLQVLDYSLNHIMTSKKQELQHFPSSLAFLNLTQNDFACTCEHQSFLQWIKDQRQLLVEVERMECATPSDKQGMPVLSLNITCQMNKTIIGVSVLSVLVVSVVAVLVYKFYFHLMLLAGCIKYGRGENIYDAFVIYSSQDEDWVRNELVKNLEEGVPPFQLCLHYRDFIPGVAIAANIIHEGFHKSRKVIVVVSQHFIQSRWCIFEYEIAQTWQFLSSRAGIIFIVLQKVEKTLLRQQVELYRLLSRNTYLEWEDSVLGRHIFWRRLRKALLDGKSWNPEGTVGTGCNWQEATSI
# Target sequence (Q99836 whole entry, looked up): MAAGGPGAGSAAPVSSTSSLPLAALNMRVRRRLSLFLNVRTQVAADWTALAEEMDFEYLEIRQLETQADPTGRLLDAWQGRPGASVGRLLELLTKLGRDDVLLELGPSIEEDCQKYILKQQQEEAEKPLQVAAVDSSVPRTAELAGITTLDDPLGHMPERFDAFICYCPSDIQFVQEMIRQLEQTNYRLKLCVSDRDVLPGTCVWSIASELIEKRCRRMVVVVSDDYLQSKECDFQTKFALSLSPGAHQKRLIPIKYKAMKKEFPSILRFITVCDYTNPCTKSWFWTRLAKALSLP
# STAT3 blocker = reduces IL-6 driven STAT3 reporter signal; U3A cells, IL-6 STAT3-luciferase reporter, luminescence; host cell line lacks STAT1; inhibition, % at 5.5 µM; hit rate 0.89% among 190,000;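 active = inhibition above the mean inhibition across all screened compounds plus 3 SD, cut at about 44% in these data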;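 note: 0% = DMSO only wells and 100% = 100 µM nifuroxazide control wells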
# STAT1 inh = STAT1 signaling inhibition; inhibition, % at 5.5 µM; hit rate 0.35% among 200,000; NIH 3T3 STAT1-luciferase reporter, IFN-gamma, luminescence;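 active = inhibition above a set limit, the mean inhibition across all tested compounds plus 3 SD, cut at about 34% in these data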;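 note: 0% = IFN-gamma with DMSO and 100% = IFN-gamma with 300 µM nifuroxazide; values of inactives mirror those of a sister screen read the other way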
# STAT1 act = increases IFN-gamma driven STAT1 reporter signal | NIH 3T3 STAT1-luciferase reporter, luminescence; 100% = IFN-gamma alone, no compound | activation (% of control), % at 5.5 µM | hit rate 2.6% among 200,000 | AID 932;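 active = activation above the screen-wide mean activation plus 3 SD, cut at about 130% in these data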;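 note: raw ratio to IFN-gamma control signal so 100% means no change and 0% no light; values of inactives mirror those of a sister screen read the other way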
# APP 5'UTR act = activates APP 5'UTR luciferase reporter. activation, % at 2 µM. SH-SY5Y APP 5'UTR luciferase reporter, luminescence; zero percent = DMSO vehicle wells. hit rate 1% among 190,000. AID 1276;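 active = activation above a set limit, based on mean plus 3 SD of controls, cut at about 140% in these data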; note: values of inactives mirror those of a sister screen read the other way
# Hsp70 activator = Hsp70 transcriptional activation, primary screen; HeLa Hsp70 promoter luciferase reporter, luminescence; scaled: vehicle 0, proteasome-inhibitor control 100%; activation, % at 10 µM; hit rate 0.04% among 200,000;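 active = activation above the mean across all tested compounds plus 3 SD, cutoff set per campaign, cut at about 5.5% in these data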;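 note: 100% = MG132 at 30 µM as the positive control and 0% = DMSO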
# STAT3 act = increases IL-6 driven STAT3 reporter signal | activation (% of control), % at 5.6 µM | hit rate 0.91% among 190,000 | U3A cells, IL-6 STAT3-luciferase reporter, luminescence; 100% = signal with IL-6 EC80 alone;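 active = activation above the screen-wide mean of compound activation plus 3 SD, cut at about 130% in these data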;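 note: 0% = background luminescence of wells with medium and substrate only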
#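 Material: STAT3-luciferase reporter U3A cells. Controls: IL-6-treated wells, 100% activation. Read-out: % activation versus median of IL-6-stimulated wells. Probe or stimulus: IL-6 stimulus at 33 ng/mL final. Timing: compound 1 h, then IL-6 6 h at 37 °C. Signal: reporter luminescence signal.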
# Redox H2O2 prof = compounds producing H2O2 with reducing agent – biochemical, NIH compound library profiling, artefact control for MLSCN library redox annotation, primary screen; DTT-dependent redox cycling H2O2, phenol red/HRP absorbance; 100% = 100 µM peroxide control, 0% = buffer; activation, % at 10 µM; hit rate 0.03% among 200,000; AID 878;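 active = activation of at least 50% relative to the plate's high and low controls in the primary single-dose screen; inactive = activation below 50%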;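 note: compound incubated with DTT at 0.8 mM final as the reducing agent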
# HMGR II inh = blocks class II HMG-CoA reductase of Enterococcus faecalis; inhibition, % at 10 µM; purified E. faecalis HMGR, NADPH absorbance 340 nm kinetic; hit rate 0.41% among 190,000;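 active = inhibition above a set limit, the median over all tested compounds plus 3 SD, cut at about 9.5% in these data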;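 note: enzyme runs in reverse so mevalonate oxidation gives rising NADPH absorbance; 0% = complete reaction with DMSO and 100% = background rate lacking mevalonate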
# * = called active by the depositor; . = no result given.
SMILES,NF-kB neuron act,TLR4 MyD88 comp,STAT3 blocker,STAT1 inh,STAT1 act,APP 5'UTR act,Hsp70 activator,STAT3 act,Redox H2O2 prof,HMGR II inh
Cc1cccc(CN2CCCC(C(=O)N3CCc4ccccc4C3)C2)c1 (configuration not stated),1.1,-6,6,7,94,-13,-0.3,95,0.5,-7
CN(C(=O)COc1ccc(C(C)(C)C)cc1)C1CCS(=O)(=O)C1 (configuration not stated),1,5,-1,-2,102,-2,0.3,103,1.7,-4
COc1ccccc1NC(=O)CSc1nnc(-c2ccoc2C)n1CCc1ccccc1,1.1,4,6,-3,103,5,-0.3,101,2.1,-1
CCN(CC)CCN1C(=O)c2oc3ccccc3c(=O)c2C1c1ccc(C)cc1 (configuration not stated),1.2,3,-5,-4,104,12,-0.3,107,-5.2,2
O=C(COc1ccc2ccccc2c1)NNC(=O)[C@@H]1CCCC[C@@H]1C(=O)O,1,0,12,1,99,-6,-0.2,96,-8.0,2
COc1ccc(Oc2ccccc2C#N)cc1,0.94,-10,9,-4,104,3,0.1,100,-0.4,-3
COc1ccc(COC(=O)NNC(=O)c2ccccc2Cl)cc1,1.3,2,1,-2,102,4,-0.1,103,0.3,-4
Cc1cccc(C)c1NC(=S)NC(=O)c1ccc(Br)o1,0.99,-22,-1,0,98,4,-0.1,102,0.9,-9
CC1CCC/C(=N/Nc2ccc([N+](=O)[O-])cc2[N+](=O)[O-])C1 (configuration not stated),1.2,11,16,4,96,-79,-0.3,92,-17,0
CCO[C@@H]1OC(C(=O)NC2CC2)=C[C@H](c2csc3ccccc23)[C@H]1CCCO,1.3,-11,.,5,97,-14,0.1,.,-0.2,-2

# Sorted by formula weight (low to high): some entries from above
SMILES,NF-kB neuron act,TLR4 MyD88 comp,STAT3 blocker,STAT1 inh,STAT1 act,APP 5'UTR act,Hsp70 activator,STAT3 act,Redox H2O2 prof,HMGR II inh
CC1CCC/C(=N/Nc2ccc([N+](=O)[O-])cc2[N+](=O)[O-])C1 (configuration not stated),1.2,11,16,4,96,-79,-0.3,92,-17,0
O=C(COc1ccc2ccccc2c1)NNC(=O)[C@@H]1CCCC[C@@H]1C(=O)O,1,0,12,1,99,-6,-0.2,96,-8.0,2
COc1ccccc1NC(=O)CSc1nnc(-c2ccoc2C)n1CCc1ccccc1,1.1,4,6,-3,103,5,-0.3,101,2.1,-1

# (continued)
SMILES,NF-kB neuron act,TLR4 MyD88 comp,STAT3 blocker,STAT1 inh,STAT1 act,APP 5'UTR act,Hsp70 activator,STAT3 act,Redox H2O2 prof,HMGR II inh
COc1ccc(C(C(=O)NC(C)(C)C)N(C(=O)CNC(=O)c2cccs2)c2ccc(NC(C)=O)cc2)cc1OC (configuration not stated),0.97,-4,3,-5,104,1,-0.3,103,-0.8,-2
O=C(Cc1cccs1)NNC(=S)NC(=O)c1ccco1,0.92,-10,6,0,100,-7,-0.1,99,0.5,3
CC(OC(=O)c1ccc(S(=O)(=O)NCc2ccco2)cc1)C(=O)Nc1ncc(Cl)cc1Cl (configuration not stated),1,-10,7,5,96,-10,-0.4,96,-0.4,-1
O=C(NC1c2ccccc2-c2ccccc21)c1ccco1,1.9,1,22,6,94,5,0.1,82,0.1,-6
COc1ccccc1N/C=C/C(=C(C#N)C#N)N(C)C,1.1,-19,-9,-14,111,-12,-0.1,112,-0.8,-6
COc1ccccc1-c1nnc2sc(COc3ccc(F)cc3)nn12,0.89,-2,-7,-1,100,6,-0.3,108,1.5,-1
COc1cc(C)ccc1OCCOc1ccccc1Cl,2,3,-9,-31,128,17,-0.1,111,-8.2,-4
NC(=O)c1oc2ccccc2c1NC(=O)c1ccco1,0.47,-1,-2,-5,106,30,0.2,102,0.2,-2
CN1CCc2c(OCC(=O)N3CCC(Cc4ccccc4)CC3)cccc2C1=O,0.9,-8,15,16,85,11,-0.2,94,0.5,-4
Cn1c(=O)[nH]c(=O)c2c1nc(CN1CCN(Cc3ccccc3)CC1)n2CC(N)=O,1,5,-4,-13,109,7,-0.2,102,0.4,1
Cc1ccc2c(Cl)c(C(=O)Nc3nn[nH]n3)sc2c1,1.2,7,7,5,95,-16,-0.1,96,-0.3,0
C=CCNc1nc(Nc2ccc(-c3nc4ccccc4o3)cc2)nc(N2CCOCC2)n1,0.44,-3,5,-2,102,.,0.2,101,0.5,-1
O=C(NNC(=S)NC(=O)c1ccccc1[N+](=O)[O-])c1ccccc1,0.89,-3,-4,-1,101,-3,0.0,104,0.8,4
COc1cccc(C2=CC(c3ccc(OC)c(OC)c3OC)n3nnnc3N2)c1 (configuration not stated),0.88,1,5,-27,126,27,-0.2,101,-0.4,-2
COc1ccc(CNC(C)(C)C)cc1Cl,1.2,-2,-4,-1,101,-17,-0.4,106,3.7,-2
c1nc(N2CCCC2)c2[nH]cnc2n1,1.4,-5,9,6,101,-4,-0.1,93,0.9,-5
CC(=O)c1ccc(C(=O)Nc2ccc(N3CCOCC3)cc2)cc1,0.91,9,7,-9,108,4,-0.2,96,-5.2,-12
CNC(=O)c1c[nH]n2c(=O)c(Cc3ccccc3F)c(C)nc12,1.1,-1,10,1,99,5,-0.3,99,-1.4,-9
N=c1c2c3c(sc2ncn1N)CCCC3,0.94,5,-4,-5,103,-11,0.0,108,0.4,4
Cc1ccc(N2C(=O)[C@@H]3[C@H](C2=O)C2c4ccccc4C=NN2[C@@H]3C(=O)c2ccc(Cl)cc2)cc1 (some centres not stated),1.1,2,9,7,93,4,0.0,94,-0.7,-6
CCN(Cc1ccccc1)C(=O)c1nn(-c2ccc(OC)cc2)c(=O)c2c1c1ccccc1n2C,0.36,-4,-4,0,99,0,-0.2,105,-0.1,-5
COc1ccc(OC)c(NC(=O)C23CCC(C)(C(=O)O2)C3(C)C)c1 (configuration not stated),1.3,-10,8,6,94,-5,-0.1,96,1.0,0
CCS(=O)(=O)c1ccc2c(c1)N(S(C)(=O)=O)CC(C(=O)NCCOC)O2 (configuration not stated),1,-11,-2,-5,104,4,-0.2,106,2.9,-4
CCOCCc1nnc(NC(=O)c2cccs2)s1,1.3,4,5,-4,104,17,-0.4,99,1.5,2
CCOc1ccccc1CNC(=O)c1cc2oc3ccccc3c2n1C,0.64,11,-23,-6,105,6,-0.1,124,0.4,-3
CC(C)C(=O)Nc1ccc2c(c1)nc(CCN1CCN(C)CC1)n2C,1.2,-1,8,4,97,9,-0.1,98,0.2,-3
CC(=O)NNC(=O)CCn1nnc2ccccc21,1.2,-15,4,-1,99,-3,-0.2,101,0.2,-10
COc1ccccc1CNS(=O)(=O)N(C)C,1.1,-5,11,-18,114,20,-0.1,97,-0.2,-1
CNCC(C)COc1ccccc1OCc1ccccc1 (configuration not stated),0.84,1,-6,6,97,4,-0.4,103,-0.2,1
Cc1cc(N)n2nc(-c3ccccc3)cc2n1,5.4*,-8,28,-52,146*,118,-0.3,78,-0.2,0
O=C(NCC1CCCO1)C(c1ccc(F)cc1)N(Cc1ccc2c(c1)OCO2)C(=O)c1ccc(CN2CCOCC2)o1 (configuration not stated),1.1,-4,10,1,98,-2,-0.1,96,0.2,-3
COc1ccc(Oc2c(O)c3ccccc3n(C)c2=O)cc1,1.3,-12,1,10,90,-1,-0.1,100,-0.6,-4
CCC(=O)N/N=C(\C)CC(=O)Nc1cccc([N+](=O)[O-])c1,1.1,-6,-5,4,96,-6,-0.1,105,-0.1,-4
c1ccc(-c2csc3ncn4cnnc4c23)cc1,1.1,7,-11,-5,104,0,-0.6,112,2.4,6
COc1ccc2c(C)cc(SCC(=O)Nc3ccc(Cl)cn3)nc2c1,0.96,-5,2,6,95,-2,-0.1,100,0.7,-1
S=c1[nH]nc(-c2ccccn2)n1/N=C/c1cccs1,0.84,1,-7,0,100,0,-0.4,109,-0.2,0
O=C(O/N=C1\CCCc2ccccc21)c1cccs1,1.2,2,3,4,97,5,-0.1,98,-0.8,-6
COc1ccc(CN2CCN(C(=O)c3cc(-c4cccnc4)nc4ccc(Cl)cc34)CC2)c(OC)c1OC,0.37,4,0,-1,98,5,-0.1,104,-0.6,-1
CN(Cc1nccn1C)C(=O)CC1C(=O)NCCN1CC(c1ccccc1)c1ccccc1 (configuration not stated),1.1,4,8,-1,99,-10,-0.2,96,-0.3,-3
COCc1nnc(NS(=O)(=O)c2ccccc2)s1,0.84,2,23,5,95,3,-0.3,89,1.3,1
C=CCn1c(N)cc(=O)nc1SCC(=O)Nc1ccccc1C(N)=O,0.94,5,-2,-1,100,8,-0.3,106,0.1,-5
O=C(Cc1ccccc1)N1CCC(c2nc3ccccc3[nH]2)CC1,0.93,5,2,4,96,-5,0.4,99,-6.4,-4
COc1ccc(C=O)cc1COc1ccc(Cl)cc1[N+](=O)[O-],1.1,-7,2,1,99,2,-0.5,98,1.1,-2
Cc1ccc(C)c(OCC(=O)Nc2ccc3c(c2)OCO3)c1C,3,1,8,-4,104,15,-0.3,97,0.3,-2
CN(Cc1ccccc1)C(=O)c1cccc(NC(=O)c2ccco2)c1,0.95,3,6,-9,107,2,0.1,98,6.6,1
CCSC1=C(C#N)C(=O)n2c1cc1c2CCCC1,1.1,1,-10,17,85,10,-0.5,111,1.9,-1
Cc1ccc(-c2nn(CCC(=O)NCC3CCCO3)c(=O)c3ccccc23)cc1 (configuration not stated),0.89,3,12,2,98,-3,-0.1,93,-2.1,-6
CCCn1c(=O)c2c(c3ccccc31)OCC(=O)N2,1.2,14,3,5,97,9,0.1,101,-1.7,-6
Cn1cnnc1SC(C(=O)Nc1cccc(C(F)(F)F)c1)c1ccccc1 (configuration not stated),0.96,1,-4,5,98,-13,-0.3,103,0.0,-1
COc1cc(S(=O)(=O)N2CCOCC2)cc(C(=O)c2nccn2C)c1OC,1.1,2,4,-2,102,-3,-0.3,102,15,-6

# (further entries)
SMILES,NF-kB neuron act,TLR4 MyD88 comp,STAT3 blocker,STAT1 inh,STAT1 act,APP 5'UTR act,Hsp70 activator,STAT3 act,Redox H2O2 prof,HMGR II inh
COc1ccc([N+](=O)[O-])cc1NC(=O)c1cncc(Br)c1,1.1,-7,16,-10,107,-3,0.0,89,0.3,-6
Cc1ccc(N2CC(C(=O)N3CCc4ccccc43)CC2=O)cc1 (configuration not stated),0.84,-3,-11,4,97,0,-0.4,114,-1.0,-5
COC(=O)Nc1nnc(SCc2ccc(C)cc2)s1,1.2,7,0,2,98,10,-0.2,103,0.5,0
CC(=O)c1sc2nc(-c3cccs3)ccc2c1N,2,5,-5,-21,120,74,0.1,108,0.8,-1
CCCCOc1ncnc2c1[nH]c1ccc(OC)cc12,4.4*,8,46*,-41,137*,69,-0.3,66,1.1,2
Cc1ccc2nc3sc(C(=O)Nc4c(C)[nH]c(=O)[nH]c4=O)c(N)c3cc2c1,0.73,12,5,7,94,16,-0.3,95,0.5,-6
O=C(Cc1csc(-c2ccccc2)n1)NCc1ccco1,1.3,4,-7,1,99,-5,-0.2,110,2.9,-4
COc1ccc(/C=C/C(=O)NC(=S)Nc2ccc(S(=O)(=O)Nc3nccnc3OC)cc2)cc1,1,0,-5,7,94,10,0.2,100,0.5,-1
Cc1cc(C)cc(NC(=S)N(CCN2CCCCC2)Cc2ccco2)c1,1.1,10,12,4,96,2,-0.1,99,-0.7,-3
Cc1ccc(S(=O)(=O)N2CCCC2C(=O)Nn2cnnc2)cc1 (configuration not stated),1.2,7,0,3,98,6,-0.3,104,2.3,-4

# Screens from PubChem.
